# GIRK2 activator: Activators of human GIRK2-containing channels | P48051 | HEK293 GIRK2/NPY4 cells, thallium flux fluorescence | activation (% efficacy), % for hits at 37.5 µM | 34,000 tested, under 10 active | AID 1259324;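 active means primary screen hit, no activity in plain HEK293 cells, and in GIRK2-only cells above 5% efficacy rising with concentration; inactive means the rest, including fluorescent compounds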;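 further: efficacy is normalized control-subtracted fluorescence 15 s after thallium addition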
# Target sequence (P48051 whole entry, looked up): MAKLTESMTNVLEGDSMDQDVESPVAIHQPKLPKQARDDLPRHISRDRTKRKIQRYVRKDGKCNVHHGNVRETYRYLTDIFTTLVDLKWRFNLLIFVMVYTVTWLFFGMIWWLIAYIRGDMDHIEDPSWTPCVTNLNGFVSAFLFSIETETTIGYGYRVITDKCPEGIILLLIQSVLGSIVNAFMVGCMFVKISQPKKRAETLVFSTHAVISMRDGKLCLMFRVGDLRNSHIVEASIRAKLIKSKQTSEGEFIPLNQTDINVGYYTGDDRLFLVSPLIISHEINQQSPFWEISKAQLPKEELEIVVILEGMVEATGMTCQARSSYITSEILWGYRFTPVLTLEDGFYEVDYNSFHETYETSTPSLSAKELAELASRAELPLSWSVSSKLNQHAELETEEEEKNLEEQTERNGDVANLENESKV
# Calls only; i = inactive. An excerpt; the hit share may differ from the screen's.
Structure	GIRK2 activator
NS(=O)(=O)c1ccc(CCNC(=O)c2csc(Nc3ccccc3)n2)cc1	i
O=C(Nc1cc2ccccc2oc1=O)C1CCCN(c2cc(-n3cccn3)ncn2)C1 (stereo not drawn)	i
Cc1nc(-c2cccs2)c(CCC(=O)Nc2cc(Cl)ccc2C)s1	i
O=S(=O)(CCCOc1ccc(F)cc1)NC1CCN(Cc2ccccc2)CC1	i
CCOc1ccc(OCCNC(=O)c2ccco2)cc1	i
CN(C)C(CNC(=O)C(=O)NCc1ccc2c(c1)OCO2)c1cccn1C (stereo not drawn)	i
O=C(Cc1csc(SCC(=O)c2cccs2)n1)NCC1CCCCC1	i
COc1ccc(Cl)cc1C(=O)NCCn1nc(-c2cccs2)n(C)c1=O	i
O=C(COc1ccccc1)N1CCC(CNS(=O)(=O)c2c(F)cccc2F)CC1	i
Cn1nnc2c(N3CCN(C(=O)c4ccc(-c5ccccc5)cc4)CC3)ncnc21	i
CCC(CC)C(=O)NCCS(=O)(=O)N1CCN(Cc2ccccc2)CC1	i
COC(=O)NC(C)c1nc2ccccc2[nH]1 (stereo not drawn)	i

# Later entries:
Structure	GIRK2 activator
Cn1nnc2c(=O)n(CC(=O)N3CCCc4ccccc43)cnc21	i
O=C(NC1CCCCCC1)C1CCC(Cn2c(=S)[nH]c3ccccc3c2=O)CC1 (stereo not drawn)	i
Cc1nc2ccc(NC(=O)c3ccc(Cn4ccnc4)cc3)cc2s1	i
O=C(NC(c1ccccc1)c1ccccc1)N(Cc1ccsc1)Cc1ccco1	i
O=C(COC(=O)CCCC1=NS(=O)(=O)c2ccccc2N1)Nc1ccc(F)c(Cl)c1	i
CCc1ccccc1NC(=O)C(=O)NCC1CCN(S(C)(=O)=O)CC1	i
O=C(Nc1ccc(Cl)c(Cl)c1)c1ccc(=O)n(Cc2cccc([N+](=O)[O-])c2)c1	i
CCOC(=O)C(=O)N1CCN(C(=O)C2CC2c2cccs2)CC1 (stereo not drawn)	i
Cc1noc(C)c1S(=O)(=O)Nc1ccc2c(c1)N(C(=O)c1cccs1)CC2	i
COc1ccc2nc(-c3ccc(NC(=O)c4ccccc4C(F)(F)F)cc3)cn2n1	i
Cn1nc(NC(=O)c2cccc3ccccc23)c2c1NC(=O)CC2c1ccccc1 (stereo not drawn)	i
COc1cc(OC)cc(C(=O)NCC(O)(c2ccccc2)C(F)(F)F)c1 (stereo not drawn)	i

# Later entries:
Structure	GIRK2 activator
CC(O)(CNC(=O)Nc1ccccc1)c1ccc(-c2ccccc2)cc1 (stereo not drawn)	i
COc1ccc(OC)c(-c2cc3ccc4c(c3oc2=O)CN(C2CCS(=O)(=O)C2)CO4)c1 (stereo not drawn)	i
O=S(=O)(Nc1cccc(C(F)(F)F)c1)c1c(F)cccc1F	i
O=C(Cc1csc(SCC(=O)c2cccs2)n1)Nc1ccc(Cl)c(Cl)c1	i
COCC(C)Nc1nc(C)c([N+](=O)[O-])c(Nc2ccc(F)cc2)n1 (stereo not drawn)	i
Cc1cc(C)c2sc(NC(=O)c3ccnn3C)nc2c1	i
O=S(=O)(Cc1nc(-c2ccc3c(c2)OCO3)no1)c1ccc(Br)cc1	i
NC(=O)c1ccc(NC(=O)Cc2csc(NC(=O)c3ccc(=O)[nH]c3)n2)cc1	i
O=C(CCCc1ccccc1)N1CCOC(c2ccc(C(F)(F)F)cc2)C1 (stereo not drawn)	i
CC(O)(CNC(=O)NCc1ccccc1)c1ccccc1 (stereo not drawn)	i
CCSc1ccccc1C(=O)NCC1(O)CCOCC1	i
CC(C)c1ccc(CC(=O)Nc2nnc(Cc3cccs3)o2)cc1	i

# Part of the list above in another layout:
Compound: O=C(Cc1csc(SCC(=O)c2cccs2)n1)Nc1ccc(Cl)c(Cl)c1
  GIRK2 activator: i
Compound: COCC(C)Nc1nc(C)c([N+](=O)[O-])c(Nc2ccc(F)cc2)n1 (stereo not drawn)
  GIRK2 activator: i
Compound: Cc1cc(C)c2sc(NC(=O)c3ccnn3C)nc2c1
  GIRK2 activator: i
Compound: O=S(=O)(Cc1nc(-c2ccc3c(c2)OCO3)no1)c1ccc(Br)cc1
  GIRK2 activator: i

# More results.
Structure	GIRK2 activator
Cc1ccc(CNC(=O)C(=O)NCC(c2cccc3ccccc23)N2CCCC2)cc1 (stereo not drawn)	i
O=C(NCC1CCN(C(=O)c2cc3ccccc3o2)CC1)c1ccccc1Br	i
Cc1ccc(Cl)cc1-n1nnnc1SCC(=O)Nc1nccs1	i
NC(=O)c1ccc(N=c2oc3ccccc3cc2S(=O)(=O)c2ccccc2)cc1	i
Cc1cccc(NC(=O)c2ccc(S(=O)(=O)NCc3cccnc3)o2)n1	i
COc1ccc(Br)c(C(=O)N(Cc2cccn2C)C2CC2)c1	i
Cc1cc(C(=O)NCC2CCN(S(C)(=O)=O)CC2)c(C)o1	i
COc1cccc(CCNC(=O)Cc2csc(Nc3ccc(S(C)(=O)=O)cc3)n2)c1	i
CCOC(=O)C(=O)NCCOc1ccc2nnc(-c3ccc(OC)cc3)n2n1	i
O=C(Cc1ccc(NS(=O)(=O)c2ccc3c(c2)OCCO3)cc1)N1CCOCC1	i
COC(=O)c1ccc(NC(=O)C(=O)NCC(O)c2cccn2C)cc1 (stereo not drawn)	i
COc1ccc(C(F)(F)F)cc1NC(=O)CSc1nc(=O)n(N2CCN(C)CC2)c2c1CCC2	i

# (cont.)
Structure	GIRK2 activator
CCOc1cc(C(=O)NCC2COC3(CCCCC3)O2)cc(OCC)c1OCC (stereo not drawn)	i
O=C(Nc1ccc(F)c(Cl)c1)c1ccc(=O)n(Cc2cccc(F)c2)n1	i
Cc1cnc2c(c1SCC(=O)N1CCc3ccccc31)c(=O)n(C)c(=O)n2C	i
O=S(=O)(/C=C/c1ccccc1)NCC1CCN(S(=O)(=O)C2CC2)CC1	i
Cc1[nH]c(=O)[nH]c(=O)c1Cc1nnc(SCc2cn3ccccc3n2)o1	i
O=C(O)CSc1nc2ccccc2c(=O)[nH]1	i
Cc1csc(COc2ccc(C(=O)N3CCn4c3nc3ccccc34)cc2)n1	i
Cc1ccc(N2C(=O)C3N=NN(CC(=O)NCc4ccccc4Cl)C3C2=O)cc1C (stereo not drawn)	i
Cc1ccc(Nc2nc(C(=O)Nc3nc(CC(N)=O)cs3)cs2)c(C)c1	i
O=C(CN1CCN(c2ccc(F)c(F)c2)C1=O)NCc1ccco1	i
CCOc1cn(-c2ccc(F)cc2)nc1C(=O)Nc1ccc2c(c1)OCO2	i
COc1ccc(F)cc1S(=O)(=O)NCCN1CCC(c2cccs2)CC1	i

# Next compounds follow.
Structure	GIRK2 activator
Cc1ccc(Cl)cc1NC(=O)c1cnc2c(c(C)nn2-c2ccccc2)c1Cl	i
O=C1CCCC(=O)N1CCS(=O)(=O)N1CCN(CC(F)(F)F)CC1	i
C=CCN1C(=O)SC(CC(=O)Nc2ccc([N+](=O)[O-])cc2)C1=O (stereo not drawn)	i
O=C(NCCNC(=O)c1cccc(F)c1)c1ccc(NC(=O)C2CC2)cc1	i
COc1cccc(-c2ccc(=O)n(Cc3nc(-c4ccc(C)c(C)c4)no3)n2)c1	i
CCCOc1ccc(C2CC(=O)Nc3sc(C(=O)c4ccco4)c(N)c32)cc1OCC (stereo not drawn)	i
O=C(COc1ccccc1F)Nc1cc(-c2ccccc2)nn1CCO	i
CCc1nc2sc(C(c3ccccc3F)N3CCCCC3)c(O)n2n1 (stereo not drawn)	i
COC1CCN(C(=O)Cn2ccc3ccccc32)CC1	i
COC(=O)c1sccc1S(=O)(=O)N1CCN(c2ncccn2)CC1	i
CCOC(=O)C1CCN(C(=O)C2CN(c3nc4c(F)cccc4s3)C2)CC1	i
Cc1nc(NCCNC(=O)Nc2ccc3ccccc3c2)cc(N2CCOCC2)n1	i

# Next results follow:
Structure	GIRK2 activator
Cc1ccccc1-c1noc(Cn2c(=O)n(Cc3ccccc3Cl)c(=O)c3sccc32)n1	i
Cc1nc2c(sc3cccc(F)c32)c(=O)n1CC(=O)NC1CCCCC1	i
Cc1noc(C)c1S(=O)(=O)Nc1cccc(-c2ccc(=O)n(C)n2)c1	i
Nc1nc(SCC(=O)Nc2ccc(F)cc2Cl)ncc1S(=O)(=O)c1cccs1	i
CS(=O)(=O)c1ccc(NC(=O)C2CN(c3nc4c(F)cccc4s3)C2)cc1	i
O=C(/C=C/c1ccccc1)N1CCC2(CC1)NC(=O)N(CCc1ccccc1)C2=O	i
CCOC(=O)c1ccc(NC(=O)CN2CCc3[nH]c4ccc(OC)cc4c(=O)c3C2)cc1	i
COc1ccc(S(=O)(=O)Nc2nc(C(=O)NCCc3ccccc3)cs2)cc1	i
CCOc1ccc(-n2nnnc2SCC(=O)Nc2ccc(C)c(C)c2)cc1	i
O=C(NCCOc1ccccc1)N1CCC(c2cccs2)CC1	i
Cc1onc(-c2ccccc2Cl)c1C(=O)N1CCN(c2ncnc3c2nnn3C)CC1	i
O=C(NCC1CCN(c2ccccn2)CC1)Nc1ccc2c(c1)OCO2	i

# Continued.
Structure	GIRK2 activator
COc1ccc(NC(=O)NCCCn2nc(-c3ccccc3)ccc2=O)cc1	i
COc1ccc(-c2nnc(NC(=O)c3ccc(F)cc3)o2)cc1OC	i
COc1cc(C(=O)NCCN2CCN(c3ccccc3F)CC2)cc(OC)c1OC	i
CN(C)C(CNC(=O)c1ccc2nsnc2c1)c1ccccc1Cl (stereo not drawn)	i
O=C(NCCc1ccccc1)c1csc(NS(=O)(=O)c2cccs2)n1	i
O=C(Cc1ccc(F)cc1)Nc1ccccc1NC(=O)c1ccccn1	i
O=C(NCCc1ccccc1)c1ccc(Cn2c(=S)[nH]c3ccc(Br)cc3c2=O)cc1	i
COc1ccc2nc(N(Cc3ccncc3)C(=O)c3ccccc3)sc2c1	i
O=S(=O)(NCCN1CCC(c2cccs2)CC1)c1ccc(C(F)(F)F)cc1	i
O=S(=O)(CCc1ccccc1)NCCc1ccsc1	i
COc1ccc(S(=O)(=O)CCC(=O)Nc2ccc3c4c(cccc24)CC3)cc1	i
CC(C)(C)NC(=O)N1CCC(c2ccsc2)CC1	i

# Next part:
Structure	GIRK2 activator
COc1cc(/C=C/C(=O)N2CCC(C)CC2)ccc1OCc1ccccc1	i
CCc1ccc(S(=O)(=O)NCC2CCN(C(=O)Nc3ccccc3OC)CC2)s1	i
Cn1nnc2c(SCC(=O)Nc3ccc4c(c3)OCCO4)ncnc21	i
CCOC(=O)N1CCN(CC(O)COc2ccc3ccccc3c2)CC1 (stereo not drawn)	i
O=C(NCCOc1ccc2nnc(-c3ccccc3Cl)n2n1)Nc1ccc(F)cc1F	i
COc1ccc(C(=O)CSc2nnc(-c3ccc(=O)n(C)c3)n2C)cc1	i
O=C(CCCCCn1c(=S)[nH]c2ccccc2c1=O)N1CCc2ccccc2C1	i
O=C(/C=C/c1ccc([N+](=O)[O-])cc1)N(Cc1ccncc1)c1nc2ccc(F)cc2s1	i
CCOc1ccc2ncc(C#N)c(Nc3ccc4c(c3)OCCO4)c2c1	i
CC(C)OCC(O)CN1CCN(Cc2ccccc2)CC1 (stereo not drawn)	i
CC(C(=O)Nc1cccc([N+](=O)[O-])c1)N1C(=O)c2ccccc2S1(=O)=O (stereo not drawn)	i
COc1cc(C)c(C)cc1S(=O)(=O)NCC1(O)CCOCC1	i

# Continued:
Structure	GIRK2 activator
CCn1c(=NC(=O)CS(=O)(=O)Cc2ccccc2)sc2cc(C)ccc21	i
Cc1ccc(-c2ccc(=O)n(CCCNS(=O)(=O)c3ccc(F)cc3)n2)cc1	i
Cn1cccc1CN(C(=O)c1cccc(C#N)c1)C1CC1	i
CCc1nnsc1C(=O)Nc1nnc(SCc2ccccc2)s1	i
CC(C)c1nnc(C2CCN(C(=O)CCSc3ccccc3)CC2)o1	i
COc1ccc(S(=O)(=O)Nc2nc(C(=O)NCCC3=CCCCC3)cs2)cc1	i
CS(=O)(=O)N1CCCc2ccc(NC(=O)C3(c4cccs4)CCCC3)cc21	i
Cn1nc(-c2ccc(NC(=O)c3cccc4ccccc34)cc2)ccc1=O	i
COc1ccc(CCNC(=O)C2(C#N)CC2)cc1OC	i
Cc1ccc(-c2ccc(N3CCN(C(=O)c4ccc5c(c4)OCO5)CC3)nn2)cc1C	i
CC(NC(=O)C(=O)NCC1CCN(Cc2ccsc2)CC1)c1ccccc1 (stereo not drawn)	i
CN1C(=O)NC2(CCN(C(=O)c3c(F)cccc3Cl)CC2)C1=O	i

# Laid out differently: results already given
CCn1c(=NC(=O)CS(=O)(=O)Cc2ccccc2)sc2cc(C)ccc21
  GIRK2 activator: i

Cc1ccc(-c2ccc(=O)n(CCCNS(=O)(=O)c3ccc(F)cc3)n2)cc1
  GIRK2 activator: i

Cn1cccc1CN(C(=O)c1cccc(C#N)c1)C1CC1
  GIRK2 activator: i

CCc1nnsc1C(=O)Nc1nnc(SCc2ccccc2)s1
  GIRK2 activator: i

# Following part
Structure	GIRK2 activator
O=C(CN(Cc1ccc(Cl)cc1)S(=O)(=O)c1cccnc1)N1CCCc2ccccc21	i
O=C(Cn1c(=O)oc2ccccc21)N1CCN(c2ccc(-c3ccco3)nn2)CC1	i
CCCNC(=O)Cn1nc2c(c1NC(=O)Cc1ccccc1Cl)CSC2	i
CNC(=O)C(=O)NCC1CCN(S(C)(=O)=O)CC1	i
Cc1cc(C)n(-c2cc(NCCNS(=O)(=O)c3cc(C)c(C)cc3C)nc(C)n2)n1	i
O=C(Nc1ccc(OC(F)(F)F)cc1)c1ccc(S(=O)(=O)N2CCOCC2)o1	i
Cc1cc(C(=O)N2CCN(C)CC2)nn1CC(=O)NCCC1=CCCCC1	i
O=C(NCC1CCN(S(=O)(=O)C2CC2)CC1)c1ccsc1	i
COc1cc(N2CCN(C(=O)Nc3cccc(Cl)c3)CC2)nc(OC)n1	i
O=C(NCCOc1cccc(C(F)(F)F)c1)c1ccc(Cl)c([N+](=O)[O-])c1	i

# Compound activity (PubChem BioAssay)
